Screens deposited in PubChem by Dana-Farber Cancer Institute and Novartis Institutes for BioMedical Research (Cambridge, Mass).
USP30 inh: human USP30 deubiquitinase inhibition; hit rate 5.3% among 47,000; purified USP30, Ub-rhodamine cleavage fluorescence; inhibition, % at 25 µM; AID 1645860
UCHL1 inh: inhibitors of human UCHL1 deubiquitinase; P09936; purified UCHL1, Ub-rhodamine cleavage fluorescence; inhibition, % at 20 µM; hit rate 0.2% among 47,000; AID 1645859
USP8 inh: blocks human USP8 ubiquitin-rhodamine cleavage. P40818. inhibition, % at 20 µM. purified USP8, Ub-rhodamine cleavage fluorescence, 30 min. hit rate 4.2% among 47,000
Target sequence (P40818 whole entry, looked up): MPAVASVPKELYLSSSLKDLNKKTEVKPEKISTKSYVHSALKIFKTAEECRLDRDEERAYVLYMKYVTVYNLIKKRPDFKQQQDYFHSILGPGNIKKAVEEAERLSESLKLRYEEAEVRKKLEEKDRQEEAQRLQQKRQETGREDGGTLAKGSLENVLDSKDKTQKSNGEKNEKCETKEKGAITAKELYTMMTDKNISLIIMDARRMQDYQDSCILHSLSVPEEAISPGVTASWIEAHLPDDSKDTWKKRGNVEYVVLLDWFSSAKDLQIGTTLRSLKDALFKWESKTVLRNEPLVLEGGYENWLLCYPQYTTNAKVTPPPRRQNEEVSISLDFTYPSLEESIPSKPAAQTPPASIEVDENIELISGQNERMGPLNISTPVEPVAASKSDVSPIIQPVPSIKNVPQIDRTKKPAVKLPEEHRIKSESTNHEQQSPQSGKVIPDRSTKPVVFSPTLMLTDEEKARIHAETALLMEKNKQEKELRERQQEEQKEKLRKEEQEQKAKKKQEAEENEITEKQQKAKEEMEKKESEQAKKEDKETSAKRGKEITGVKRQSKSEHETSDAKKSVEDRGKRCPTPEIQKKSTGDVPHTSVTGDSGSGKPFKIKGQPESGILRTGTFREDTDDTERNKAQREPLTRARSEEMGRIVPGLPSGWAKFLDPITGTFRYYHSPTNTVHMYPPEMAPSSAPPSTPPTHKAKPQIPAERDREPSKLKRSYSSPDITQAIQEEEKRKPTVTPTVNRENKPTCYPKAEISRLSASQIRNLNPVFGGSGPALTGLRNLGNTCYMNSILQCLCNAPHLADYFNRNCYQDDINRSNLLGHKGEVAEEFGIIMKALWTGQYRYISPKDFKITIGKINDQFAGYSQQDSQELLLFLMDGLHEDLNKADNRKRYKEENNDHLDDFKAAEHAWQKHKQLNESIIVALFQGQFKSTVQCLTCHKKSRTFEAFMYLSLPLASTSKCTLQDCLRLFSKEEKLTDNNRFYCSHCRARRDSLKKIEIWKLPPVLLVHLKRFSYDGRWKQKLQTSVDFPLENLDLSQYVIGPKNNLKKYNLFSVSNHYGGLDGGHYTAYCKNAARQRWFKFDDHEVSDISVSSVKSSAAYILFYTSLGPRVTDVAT
USP10 block: blocks human USP10 ubiquitin-rhodamine cleavage. Q14694. purified USP10, Ub-rhodamine fluorescence, 60 min. inhibition, % at 20 µM. hit rate 1.1% among 47,000. AID 1645856
USP17 inh: inhibitors of human USP17 deubiquitinase; purified USP17, Ub-rhodamine cleavage fluorescence, 3 h; hit rate 6.5% among 47,000; A8MUK1; AID 1645855; inhibition, % at 50 µM
USP28 inh: inhibitors of human USP28 deubiquitinase. hit rate 3% among 47,000. inhibition, % at 25 µM. Q96RU2. AID 1645857. purified USP28, Ub-rhodamine cleavage fluorescence, 30 min
OTUD3 block: human OTUD3 deubiquitinase inhibition; hit rate 0.7% among 47,000; purified OTUD3, Ub-rhodamine fluorescence, 2 h; inhibition, % at 25 µM
USP7 block: blocks human USP7 ubiquitin-rhodamine cleavage. purified USP7, Ub-rhodamine cleavage fluorescence. hit rate 0.3% among 47,000. inhibition, % at 20 µM. Q93009
* marks the source's active call; other numbers are inactive results; / = not tested or not shown. Rule as the data show it: active = inhibition above about 30%; inactive = the rest.

SMILES	USP30 inh	UCHL1 inh	USP8 inh	USP10 block	USP17 inh	USP28 inh	OTUD3 block	USP7 block
Cc1ccc(N2CC(C(=O)NCCc3ccc(Cl)cc3)CC2=O)cc1 (stereo not drawn)	4	-2	11	0	41*	-5	-7	-8
COc1ccc(C(=O)C(C)OC(=O)c2cccc(S(=O)(=O)Nc3cc([N+](=O)[O-])ccc3OC)c2)c(OC)c1 (stereo not drawn)	31*	6	20	37*	7	18	0	17
Cc1ccccc1CN1C(=O)N(c2cccc(F)c2)c2ncccc2S1(=O)=O	27	4	15	-1	9	20	15	4
COc1cccc(NC(=O)c2ccc(-c3nc4cccnc4n(C4CCCC4)c3=O)cc2)c1	-76	-2	-78	-12	-40	-25	-22	-2
O=C(c1ccc2c(c1)OCCO2)N1C[C@@H](O)[C@H](N2CCOCC2)C1	18	1	-19	1	-2	6	13	3
CC(=O)Nc1ccc(NC(=O)COC(=O)c2c(C)nn(-c3ccccc3)c2C)cc1	-10	-2	-4	-2	5	-4	0	-6
COc1cccc(C(=O)NCCSc2ccc(Cl)cc2)c1	24	6	23	9	35*	44*	20	5
CCc1nc(SCCO)c2oc3ccccc3c2n1	-13	-4	-5	4	-4	-4	-7	-8
O=C1CSCC(=O)N1c1ccc(OC(F)(F)F)cc1	9	5	12	5	-4	7	16	-10
Cc1ccc(S(=O)(=O)N(C)CCCC(=O)Nc2ccccc2C)cc1	19	1	-3	0	1	4	8	5
COc1ccc(Cn2c(-c3cccs3)nc3oc4ccccc4c(=O)c3c2=O)cc1	-156	-3	7	-4	-11	-32	-12	-4
CCOCCCNc1ncnc2c1c(-c1ccccc1)cn2-c1ccc(F)cc1	10	8	10	7	6	0	9	5
O=C1CCCC[C@@H]2[C@@H](N1)[C@H](c1cccc(F)c1)CN2C(=O)c1cc(C2CC2)[nH]n1	-8	-4	-15	2	-14	-10	-3	-4
C[C@H](O)Cc1cc2cc(O)cc(O)c2c(=O)o1	0	-4	-2	-1	-3	-1	-5	1
Cc1ccc(C(C)C)c(Oc2ccc(C(=O)NC(C)c3ccccc3)cc2)c1 (stereo not drawn)	-5	3	-2	7	-6	0	-11	8
Cn1nc(-c2nc(-c3ccccc3)no2)c2c1CCN(C(=O)C1CC1)C2	68*	4	5	-3	42*	12	13	-4
O=C1COc2ccccc2C/C=C/CC2(CCCN(C(=O)CCN3CCCC3=O)C2)CN1 (stereo not drawn)	3	1	9	0	6	-2	6	2
O=C(CCc1nnc2ccc(N3CCOCC3)nn12)N1CCN(Cc2ccccc2)CC1	4	0	11	0	9	6	8	-2
COc1ccc(CCN2C[C@H]3CCN(C(=O)C4CCC4)CC[C@H]3S2(=O)=O)cc1	-2	-3	-53	-1	-11	-6	-2	-2
Cc1cccc(CN2C(=O)c3nc4ccccc4n3CC2(C)C(=O)NCc2ccccc2)c1 (stereo not drawn)	13	2	-4	5	14	23	18	1
COc1ccc(NC(=O)CSc2n[nH]c(C(C)C)n2)c(OC)c1	2	1	1	2	-7	-11	-7	2
O=c1c(NCc2ccccc2Cl)nccn1-c1ccc2c(c1)OCO2	-9	1	-11	4	1	-11	0	2
Cc1cc(C)cc(N=c2oc3cc(O)ccc3cc2C(=O)NCC2CCCO2)c1 (stereo not drawn)	-40	-8	-2	-8	-9	-7	6	-18
CNc1nc(C2CCN(C(=O)c3ccc4c(c3)OCCO4)C2)nc2c1CN(C)CC2 (stereo not drawn)	-61	-7	-2	-4	-12	-17	-16	-11
O=c1c2cnc(N3CCCC3)nc2ccn1-c1ccc(F)cc1	28	0	1	3	20	7	11	3
(more compounds)
SMILES	USP30 inh	UCHL1 inh	USP8 inh	USP10 block	USP17 inh	USP28 inh	OTUD3 block	USP7 block
Cc1ccc(NC(=O)c2cn[nH]c2S(=O)(=O)Nc2ccccc2)cc1F	3	0	-2	10	7	7	2	0
O=C(Nc1ccccn1)C12CCC(CC1)C2	11	2	1	4	11	6	13	3
Cc1nc(N2CCCC(C(=O)O)C2)c2c3c(sc2n1)CCC3 (stereo not drawn)	7	3	7	0	6	1	5	8
Cc1ccc(NC(=O)CC(c2ccccc2C)n2cccc2)cc1F (stereo not drawn)	-59	-5	-21	-2	-29	-16	-12	-3
O=C(NCCN1CCCC1)C1CCN(c2cnc(N3CCCCC3)nc2)CC1	-44	1	0	-5	-25	78*	-18	-26
O=C(c1ccncc1)N1CCC2(C1)c1ccccc1S(=O)(=O)N2CC1CC1 (stereo not drawn)	-10	-3	15	0	0	-4	2	-2
Cc1ccc(N2C(=O)c3cccnc3C2CC(=O)N2CCCCC2)cc1 (stereo not drawn)	18	1	3	0	11	10	10	-1
Cc1ccc(NC(=O)c2ccc(-c3cncnc3)nc2)cc1F	-104	-9	-19	-5	-13	-8	-31	-12
CCC(C)Cc1ccc2c(c1O)C(=O)OC(CC(\C=C/C=C\C=C\c1coc(CC(O)C(C)C(O)CC)n1)OC)C2 (stereo not drawn)	-128	-18	-76	-6	14	-24	-14	-10
Cc1cc2c3c([nH]c2cc1S(=O)(=O)N(C)Cc1ccccc1)CCCC3=O	-54	0	-6	0	18	-13	-23	0
CC(=O)Nc1sc2c(c1C(c1cccc(F)c1)N1CCN(CCO)CC1)CCCC2 (stereo not drawn)	0	0	1	-5	-1	-4	-1	-12
Cc1nnn(C23CC4CC(CC(C(=O)Nc5ccc6c(c5)OCO6)(C4)C2)C3)n1	0	1	58*	4	16	9	1	5
C=C1C=C(C)n2nc(CC(=O)NCCc3c[nH]c4ccc(F)cc34)nc2N1	-11	-5	0	0	-4	5	0	-3
COc1ccc(N(Cc2cc(=O)[nH]c3ccccc23)C(=O)c2ccc(Cl)cc2)cc1	12	4	14	2	40*	9	2	8
O=C(NCCSc1ccc(Cl)cc1)c1cccc(F)c1	18	6	23	2	22	28	14	2
Cc1cnn(CC2CN(Cc3noc(C4CC4)n3)CCO2)c1 (stereo not drawn)	-24	-3	-16	0	-12	-18	-9	0
Cc1cccc(C(=O)OCC(=O)Nc2ccc3[nH]c(=O)[nH]c3c2)c1	77*	3	52*	18	57*	48*	32*	15
Cc1cccc(NC(=O)CC2Nc3ccccc3OC2=O)c1 (stereo not drawn)	-41	-2	-18	-3	41*	4	-7	-5
O=C(c1cscn1)N1CC2(CCN(CC(c3ccccc3)c3ccccc3)CC2)C1	21	2	-8	-4	3	1	2	2
CC(=O)c1cccc(NC(=O)c2cccc(-c3nc(-c4ccccc4)no3)c2)c1	-9	-2	-16	0	2	-9	-3	3
Cc1ccc(S(=O)(=O)N(C)c2nc3nc(C)c(Cl)c(C)n3n2)cc1	3	3	9	2	18	13	10	0
Cc1ccc(-n2nnc(C(=O)NCc3ccc(F)cc3F)c2-c2cccnc2)cc1	27	4	0	0	/	9	10	9
COc1ccc(Cl)cc1C(=O)OCC(=O)Nc1ccc2c(c1)OCO2	-33	1	-22	1	14	8	-12	-5
O=C(NCC1CC1)C1(Cc2ccccc2)CCOCC1	12	1	2	2	9	8	6	4
Cc1ccccc1N1CC(c2nnc(NC(=O)CCCc3ccccc3)s2)CC1=O (stereo not drawn)	18	3	1	4	9	16	-3	-3

Pulled one by one from the list above, 5 records:
SMILES	USP30 inh	UCHL1 inh	USP8 inh	USP10 block	USP17 inh	USP28 inh	OTUD3 block	USP7 block
CCC(C)Cc1ccc2c(c1O)C(=O)OC(CC(\C=C/C=C\C=C\c1coc(CC(O)C(C)C(O)CC)n1)OC)C2 (stereo not drawn)	-128	-18	-76	-6	14	-24	-14	-10
O=C(Nc1ccccn1)C12CCC(CC1)C2	11	2	1	4	11	6	13	3
Cc1ccc(N2C(=O)c3cccnc3C2CC(=O)N2CCCCC2)cc1 (stereo not drawn)	18	1	3	0	11	10	10	-1
C=C1C=C(C)n2nc(CC(=O)NCCc3c[nH]c4ccc(F)cc34)nc2N1	-11	-5	0	0	-4	5	0	-3
Cc1nc(N2CCCC(C(=O)O)C2)c2c3c(sc2n1)CCC3 (stereo not drawn)	7	3	7	0	6	1	5	8

2 compounds from above, showing only USP10 block:
SMILES	USP10 block
CCC(C)Cc1ccc2c(c1O)C(=O)OC(CC(\C=C/C=C\C=C\c1coc(CC(O)C(C)C(O)CC)n1)OC)C2 (stereo not drawn)	-6
Cc1cc2c3c([nH]c2cc1S(=O)(=O)N(C)Cc1ccccc1)CCCC3=O	0

New compounds follow:
SMILES	USP30 inh	UCHL1 inh	USP8 inh	USP10 block	USP17 inh	USP28 inh	OTUD3 block	USP7 block
COc1ccc(CNS(=O)(=O)c2cc3n(c2)CCCNC3=O)cc1	-16	-1	-17	0	-21	-12	-2	-11
O=C(Nc1ccc(-n2ccc(C(F)(F)F)n2)cc1)Nc1ccc2c(c1)CCO2	32*	2	9	26	12	41*	16	3
COC(=O)C(C(=O)NCC1CCCO1)C1CCCCCC1 (stereo not drawn)	2	1	2	3	0	-1	0	-5
COc1cccc(OC)c1C(=O)Nc1c(NCc2ccccc2)c2ccccc2oc1=O	17	2	-52	0	30*	18	13	-16
CC(=O)Nc1ccc(S(=O)(=O)N(C)CC(=O)Nc2ccccc2N2CCN(C)CC2)cc1	0	-2	-5	-4	-6	-15	-4	-2
CCCCOc1ccccc1C(=O)Nc1ccc(OCC)c2ncccc12	3	0	44*	-4	11	-2	-4	-4
Cc1cc(C(=O)NC2CCCC2)nc2cc(-c3ccccn3)nn12	-201	-25	-29	-6	-74	-69	-57	-26
CN1CC(=O)N(C2CCCNC2)Cc2c(NCC3CC3)ncnc21 (stereo not drawn)	26	3	1	1	-43	16	13	3
CCC(C)c1ccc(NC(=O)CCn2cnc3c2c(=O)n(C)c(=O)n3C)cc1 (stereo not drawn)	18	2	12	0	3	14	10	3
COC(=O)c1ccc(COC(=O)C2COc3ccccc3O2)cc1 (stereo not drawn)	2	0	2	3	0	2	1	0
Cc1ccc2occ(CC(=O)Nc3ccc(C)c(C)c3)c2c1	-7	5	24	9	27	5	10	5
Cc1ccc(C(=O)CSc2nnc(CC(=O)Nc3ccccc3F)n2C)cc1	0	-2	-9	0	-10	2	-2	-8
CC(C)c1nccn1-c1ccc(NC(=O)[C@@H]2C[C@@H]3C=C[C@H]2C3)cc1	18	2	11	0	3	14	11	0
CCc1cccc(NS(=O)(=O)c2ccc3c(c2)C(C)(C)C(=O)N3)c1	18	4	-7	1	4	10	2	1
COc1cc(NC(=O)c2cccc(F)c2)c(OC)cc1NC(=O)CN1CCOCC1	-28	-4	-2	-10	-13	-12	-2	-12
CC(=O)Nc1ccc(C(=O)N2CC[C@H]3COC(=O)N(C)[C@@H]3C2)cc1	25	0	0	0	1	3	8	2
O=C1CN(C(=O)COC(=O)Cc2ccc(Br)cc2)c2ccccc2N1	-14	-1	3	-4	0	17	2	-7
CC(=O)N[C@@]12CN(C(C)=O)CC[C@@H]1[C@@H](c1ccccc1)N(CC(=O)Nc1cccc(F)c1C)C2	-43	-2	-9	-6	-20	-19	-4	-3
NC(=O)c1cc2ccccc2nc1C1CCN(C(=O)Cc2cccc(F)c2)CC1	12	2	12	0	13	11	1	5
COc1ccc(Cl)cc1-n1nnc(C(=O)Nc2cccc(C)c2C)c1C	18	6	19	7	17	11	12	-74
COc1ccccc1N1CCN(C(=O)CC(c2ccccc2)c2ccccc2)CC1	0	3	-156	-2	-9	1	12	0
Cc1ccnc(NC(=O)c2cc(-c3cccnc3)n(-c3ccccc3)n2)c1	0	1	-14	-2	-10	-17	0	0
COc1ccc(CCNC(=O)C(=O)NCc2ccc(Cl)cc2)cc1OC	24	3	-9	2	41*	17	7	0
Fc1ccc(-c2nnc(CN3CCN(Cc4ccccc4F)CC3)o2)cc1	-13	-2	-4	0	-12	-3	-4	-1
CC1CCCN(C(=O)COc2ccc(NC(=O)C3CC3)cn2)C1 (stereo not drawn)	-55	-5	-13	-5	-19	-19	-15	-4
O=C(CCCCn1c(=O)[nH]c2ccccc2c1=O)N1CCN(c2ccc(F)cc2)CC1	9	4	4	0	0	2	2	2
O=C(OCC(=O)c1ccc[nH]1)c1ccc2ncsc2c1	-33	-3	4	-4	-2	0	-3	-13
CCC(C)NC(=O)c1cc2c(=O)n3cccc(C)c3nc2n1Cc1ccccc1 (stereo not drawn)	0	-2	4	0	12	-15	1	-7
O=C1CCC(C(=O)N2CCC(c3nc4ccccc4cc3C(=O)N3CCCC3)CC2)N1 (stereo not drawn)	-12	-5	1	0	-13	-1	-5	-8

Quoted from the listing.
Cc1ccccc1N1CC(c2nnc(NC(=O)CCCc3ccccc3)s2)CC1=O (stereo not drawn) @ USP28 inh: 16
O=C1CN(C(=O)COC(=O)Cc2ccc(Br)cc2)c2ccccc2N1 @ UCHL1 inh: -1
CC(=O)c1cccc(NC(=O)c2cccc(-c3nc(-c4ccccc4)no3)c2)c1 @ USP10 block: 0
CCCCOc1ccccc1C(=O)Nc1ccc(OCC)c2ncccc12 @ USP8 inh: 44*
Cc1cc2c3c([nH]c2cc1S(=O)(=O)N(C)Cc1ccccc1)CCCC3=O @ USP7 block: 0
Cc1ccc(-n2nnc(C(=O)NCc3ccc(F)cc3F)c2-c2cccnc2)cc1 @ USP8 inh: 0
